High-throughput results as filed in PubChem BioAssay.
S1P3 ag = agonists of human S1P3 receptor. Q99500. S1P3 NFAT-BLA reporter cells, agonism, FRET ratio; relative to 1 µM S1P, basal subtracted. activation, % at 4.5 µM. 60,000 compounds, 0.1% hits. AID 373;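 active = activation above the screen-wide mean plus 3 SD, cut at about 4.5% in these data, passing the limit was not always enough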; also: some compounds called inactive have numbers as strong as hits
Target sequence (Q99500 whole entry, looked up): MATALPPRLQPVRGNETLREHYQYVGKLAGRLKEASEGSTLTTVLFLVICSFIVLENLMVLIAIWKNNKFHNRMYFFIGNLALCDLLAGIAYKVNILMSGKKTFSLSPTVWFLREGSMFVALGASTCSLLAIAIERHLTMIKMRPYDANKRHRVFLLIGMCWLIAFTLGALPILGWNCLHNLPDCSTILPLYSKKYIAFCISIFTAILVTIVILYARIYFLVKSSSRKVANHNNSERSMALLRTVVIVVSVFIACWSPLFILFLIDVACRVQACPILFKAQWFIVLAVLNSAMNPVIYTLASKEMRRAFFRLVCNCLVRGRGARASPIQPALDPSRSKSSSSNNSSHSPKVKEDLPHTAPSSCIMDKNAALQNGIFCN
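Assay system: stable CHO line with human S1P3, Gα16, NFAT-BLA reporter; Detection: FRET β-lactamase substrate fluorescence, excitation 405 nm, 460/535 nm emission ratio, background-subtracted; Read-out: percent activation versus median 1 µM S1P response, basal-subtracted, per plate; Incubation: cells plated overnight, compound 4 h 37 °C, substrate 2 h RT.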
HEK293 NFkB inh = inhibitors of the PMA/ionomycin-induced NF-kB reporter in HEK293 cells; HEK-293 NF-kB luciferase reporter, luminescence; 62,000 compounds, 0.21% hits; AID 465; inhibition, % at 3 µM;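 active = inhibition above the mean of all tested compounds plus 3 SD, cut at about 40% in these data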;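 also: 0% = stimulated DMSO wells and 100% = 10 µM reference inhibitor 5653914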
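System: NF-kB luciferase reporter HEK-293 cells | Replication: Single test | Control set: DMSO vs reference inhibitor | Evaluation: % inhibition | Schedule: 1 h pretreatment, 16 h stimulation, 37 °C | Probe or stimulus: PMA with ionomycin | Compound dosing: One dose, 3 µM | Detection: Luciferase luminescence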
S1P1 ag-PAM = agonists and agonism potentiators of human S1P1 receptor; 56,000 compounds, 0.57% hits; S1P1 CRE-bla cells, forskolin, beta-lactamase FRET, potentiator mode; S1P1 agonist co-added at EC20, 2 nM; 100% = saturating reference agonist, 0% = basal; AID 449; activation, % at 9.5 µM;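 active = activation above a cutoff set at the mean activation of all tested compounds plus 3 SD, cut at about 54% in these data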;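 also: forskolin at 4 µM as EC80 and the EC20 agonist is SEW2871; 100% = SEW2871 at its EC100 plus forskolin at EC80; some compounds past the cut are filed as inactive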
5HT1E ag = 5-HT1E (human) receptor agonism; P28566; CHO 5-HT1E Ga15 NFAT-bla reporter, FRET; 0% DMSO wells, 100% control agonist wells; activation, % at 6 µM; 65,000 compounds, 0.69% hits;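 active = activation above a set limit, the screen-wide mean activation plus 3 SD, cut at about 8.5% in these data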;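 also: 100% = positive control agonist at 1 µM giving full maximal response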
Target sequence (P28566 whole entry, looked up): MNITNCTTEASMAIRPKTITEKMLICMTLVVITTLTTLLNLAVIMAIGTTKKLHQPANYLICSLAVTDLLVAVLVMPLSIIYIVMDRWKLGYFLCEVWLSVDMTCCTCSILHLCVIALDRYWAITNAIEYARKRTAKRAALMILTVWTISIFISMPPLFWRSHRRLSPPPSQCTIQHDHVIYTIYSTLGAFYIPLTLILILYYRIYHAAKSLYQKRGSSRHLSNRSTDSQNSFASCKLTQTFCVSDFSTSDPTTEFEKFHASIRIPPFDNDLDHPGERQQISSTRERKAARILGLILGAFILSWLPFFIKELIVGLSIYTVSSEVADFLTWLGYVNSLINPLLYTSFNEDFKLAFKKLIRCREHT
5HT1E antag = 5-HT1E (human) receptor antagonism. P28566. CHO 5-HT1E Ga15 NFAT-bla reporter, FRET, antagonist. inhibition, % at 6 µM. 65,000 compounds, 0.99% hits;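 active = inhibition above a set limit, the mean inhibition across every tested compound plus 3 SD, cut at about 29% in these data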;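 also: signal is the 460 over 535 nm emission ratio of beta-lactamase substrate; 0% = agonist plus DMSO wells and 100% = wells without agonist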
M1 antag = blocks the rat M1 muscarinic receptor response to acetylcholine | P08482 | CHO-M1 cells, Fluo-4 calcium, ACh EC80 antagonist mode; hits give low values | B-score at 10 µM | 64,000 compounds, 3.4% hits;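 active = calcium fluorescence response, raw or row-and-column corrected B-score, differing from the plate sample mean either way at a set confidence level, mostly lower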
Jurkat viability = cytotoxicity toward Jurkat cells. Jurkat E6.1 viability, ATP luminescence, 48 h. inhibition, % at 4 µM. 56,000 compounds, 1.2% hits. AID 463;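 active = inhibition above the mean inhibition of all tested compounds plus 3 SD, cut at about 28% in these data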
M1 ag = activates the M1 muscarinic receptor; 64,000 compounds, 3% hits; AID 626; CHO-M1 cells, Fluo-4 calcium fluorescence, agonist mode; hits give high values; B-score at 10 µM;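 active = fluorescence rise, raw or as B-score row- and column-corrected plate score, outside the 99.7% band of its plate's samples, either direction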
Her2 expr inh = inhibitors of human Her2 kinase expression; P04626; SKBR-3 HER2 protein level, AlphaScreen, 18-24 h; hits give low values; HER2 level % of control, % at 10 µM; 65,000 compounds, 0.69% hits; AID 645;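 active = HER2 level under 5% of the carrier-only control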;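 also: 100% = DMSO carrier and 0% = 500 nM PU-H71 HSP90 inhibitor; lower value means stronger loss of Her2 protein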
Active calls of the source: *; nt = not tested or not shown. Hits appear at their usual frequency, and some 9.2% of all compounds hit somewhere here.

Results follow in this order: S1P3 ag, HEK293 NFkB inh, S1P1 ag-PAM, 5HT1E ag, 5HT1E antag, M1 antag, Jurkat viability, M1 ag, Her2 expr inh
#1 CC1(NC(=O)N2CCCCC2)CCS(=O)(=O)C1 (centres undefined)
  -0.7, 6, -27, 1.3, -2, -0.085, 9, 0.24, 95
#2 CCN(CC)C(=O)c1cc2c(=O)n3cccc(C)c3nc2n1C
  -0.1, 8, -38, 0.1, 1, 0.14, 3, 0.48, 96
#3 CCOC(=O)c1c(C)oc2cc(Br)c(OC(=O)N3CCOCC3)cc12
  -1.6, 11, 7, -1.5, 7, 0.3, 17, 2.2, 76
#4 Clc1ccccc1Cn1nnc2c(N3CCCC3)ncnc21
  0.7, 15, -12, 0.3, 21, -0.18, -5, -0.0084, 103
#5 COc1ccc(-c2nnc(SCCc3ccccc3)n2N)cc1
  -0.7, -4, nt, 0.6, -3, 0.45, -3, 0, 82
#6 CC1(C)CC(=O)CC(C2(O)C(=O)N(Cc3ccccc3)c3ccccc32)O1 (centres undefined)
  -0.1, 8, -3, 0.4, -2, 0.74, 6, -0.84, 87
#7 C=CCn1c(=O)c2ccccc2n2c(SCC(=O)/C(C#N)=C(\C)N)nnc12
  1.1, 2, 6, 0.3, 6, 0.1, -7, -0.16, 111
#8 Cc1ccccc1-c1nc(CN2CCC(C(=O)N3CCC(C(N)=O)CC3)CC2)c(C)o1
  -0.9, -11, -18, -0.4, 1, 0.013, -1, -0.82, 90
#9 O=c1[nH]c(N2CCOCC2)nc2c1CCCC2
  -0.3, 2, 7, 0.2, -7, 0.54, -1, -0.19, 99
#10 CC1CC(C)CN(S(=O)(=O)c2cccc3cccnc23)C1 (centres undefined)
  -0.5, 9, -13, 0.4, 2, 0.29, -1, -0.64, 95
#11 COc1ccc(N2CCN(C(=O)CCN3C(=O)c4ccccc4S3(=O)=O)CC2)cc1
  0.0, 9, -10, -0.5, 3, -0.1, 3, -0.6, 98
#12 Cc1cc(C(=O)N2CCN(c3ccccn3)CC2)no1
  -0.3, 17, -16, -1.6, 1, 0.0073, -5, -0.064, 90
#13 COc1cc(-c2nnc(-c3ccc(S(=O)(=O)c4ccccc4)cc3)o2)cc(OC)c1OC
  -0.4, 1, -8, 1.2, 1, 0.13, -11, -0.029, 125
#14 CN(C)/C=c1\sc2c(C#N)cc(C(=O)c3ccc(Br)cc3)n2c1=O
  nt, 2, nt, -0.6, 6, 0.23, nt, 75*, 156
#15 COc1ccc(-n2nnnc2SCC(=O)Nc2ccc3c(c2)OCCO3)cc1OC
  0.1, 16, -58, -0.3, 3, -0.62, 9, 2.2, 90
#16 C=CCSc1ncccc1C(=O)NCc1ccccc1
  -0.2, 12, -10, -0.1, 3, -0.38, -7, -0.0028, 129
#17 O=C(c1ccco1)c1cn(CC(=O)N2CCCCC2)c2ccccc12
  -0.3, 15, -14, -0.5, -1, 0.49, -1, 1, 76
#18 Cn1c(=O)c2c(nc(CN3CCN(CCO)CC3)n2Cc2cccc3ccccc23)n(C)c1=O
  0.9, 0, 2, -0.4, 1, -0.37, -7, -0.89, 132
#19 OCCN(CC(O)Cn1ccc2ccccc21)CC(O)Cn1ccc2ccccc21 (centres undefined)
  0.2, 18, 1, 0.4, -1, -0.24, -6, 0.72, 117
#20 CCCC(=O)Nc1ccc(N2CCN(C(=O)CCC)CC2)cc1
  0.1, 17, -13, -0.5, -7, 0.48, -2, 0.29, 99
#21 COc1ccccc1NC(=O)Cc1nn(C)c(=O)c2ccccc12
  -0.9, 28, 23, -0.4, 3, -0.85, 58*, 2.7*, 78
#22 Cc1cc(C)c(NC2=CC(=O)CC(C)(C)C2)c(C#N)c1
  -1.6, 14, -4, 0.2, 3, 0.021, 23, 1.2, 145
#23 O=C(CN(Cc1ccc2c(c1)OCO2)C(=O)c1cnsn1)NC1CCCC1
  -0.7, 3, 0, 0.6, 6, 0.38, -3, 0.83, 92
#24 CCn1cc(SCC(=O)NCC2CCCO2)c2ccccc21 (centres undefined)
  -0.6, 1, 12, -0.5, 3, 0.65, -3, 2.1e-05, 119
#25 Cc1ccc(OCC(=O)NCCN2CCCC2)cc1
  0.0, -5, 7, -1.1, 14, -0.33, -16, 0.41, 110
#26 COc1cccc(C2=CC(c3ccc(N(C)C)cc3)n3ncnc3N2)c1 (centres undefined)
  0.3, 4, -24, 1.4, -5, -0.32, -1, 2.2*, 114
#27 CC(C)OC(=O)c1nnc(Cc2ccc(Cl)cc2)o1
  -1.6, 3, 4, 0.6, 9, 0.18, 5, 0.024, 91
#28 C(=N\n1cnnc1)/c1ccccc1OCCOc1ccccc1
  -2.3, 22, -20, 1.0, 0, -0.42, 6, 0.98, 98
#29 COc1cc(C(=O)N(Cc2ccco2)Cc2cc3ccccc3[nH]c2=O)cc(OC)c1OC
  -0.6, 11, 20, -1.5, 11, -0.22, 7, 0.6, 86
#30 COc1ccc(C(C)(C)C)cc1NC(=O)c1c(C)noc1C
  -0.8, 12, -2, 0.4, -9, 0, 0, -0.062, 81
#31 Cc1nn(Cc2ccc(F)cc2)c(C)c1NC(=O)c1noc2c1CCCCC2
  -0.4, 9, 14, 0.2, -13, 0.091, -1, 5.9*, 96
#32 COc1ccc(-c2noc(CN3CCN(c4ccccc4F)CC3)n2)cc1OC
  -1.3, 14, nt, -0.4, 0, -0.36, -3, 0.13, 81
#33 Cc1nc2sc(C(c3ccco3)N3CCN(c4ccc(F)cc4)CC3)c(O)n2n1 (centres undefined)
  -0.3, 4, -16, -0.1, 5, -0.094, -9, 1.5, 87
#34 CCCCn1c(SCC(=O)Nc2nnc(CC)s2)nc2ccccc2c1=O
  -0.6, 14, 6, 0.6, -6, -7.8*, 1, -0.71, 114
#35 Cc1ccccc1N1CCN(C(=O)C2CCCCC2)CC1
  -1.3, 8, -20, 0.1, 0, -0.19, 2, -0.25, 118
#36 CCc1ccc(NC(=O)CCN2C(=O)c3cccnc3C2=O)cc1
  -0.4, 31, 3, -0.8, -1, -0.099, 4, -0.73, 122
#37 COc1cc(NC(=O)C(C)Oc2ccccc2)c(C(=O)O)cc1OC (centres undefined)
  0.2, 2, nt, 0.4, -4, 0.19, -8, 1.6, 160
#38 Cc1cc(N2CCN(C(=O)c3ccco3)CC2)n2nc(C)c(-c3ccccc3)c2n1
  -0.4, 24, 2, 1.2, -6, -0.39, 2, 0.84, 55
#39 COc1ccc(S(=O)(=O)Nc2cccc(SC)c2)cc1OC
  -0.8, 5, 0, -0.2, 5, -0.2, 10, -1.9, 90
#40 O=C(C1CC(c2ccc(F)cc2)=NO1)N1CCN(c2ccccc2)CC1 (centres undefined)
  -0.5, 4, 9, 1.4, -7, -0.56, 2, -0.91, 102
#41 Cc1ccc(-c2cc3nc(C)cc(NCc4ccco4)n3n2)cc1
  0.5, -23, -6, 2.4, 9, 0.73, 2, -0.15, 85
#42 Cc1cc(N2C(=O)CC(Cc3ccccc3)C2=O)no1 (centres undefined)
  -0.2, 9, -25, 0.3, -4, 0.82, -1, 0.066, 130
#43 COc1ccc(NC(=O)CSc2nc3c(c(=O)[nH]2)CCC3)cc1OC
  -0.4, 16, 10, 0.3, -6, -0.013, 8, -0.04, 104
#44 CS(=O)(=O)CCC(C(=O)n1nnc2ccccc21)N1C(=O)c2ccccc2C1=O (centres undefined)
  -3.7, nt, -4, -0.6, 3, 0.43, nt, -0.11, 127
#45 COc1cccc(C(=O)Cn2c(=N)n(C)c3ccccc32)c1
  -1.2, -62, -8, 0.9, 11, -5*, 0, -0.3, 74

6 of the entries above in order of the Her2 expr inh value, low to high:
no.	molecule	S1P3 ag	HEK293 NFkB inh	S1P1 ag-PAM	5HT1E ag	5HT1E antag	M1 antag	M1 ag	Her2 expr inh
17	O=C(c1ccco1)c1cn(CC(=O)N2CCCCC2)c2ccccc12	-0.3	15	-14	-0.5	-1	0.49	1	76
5	COc1ccc(-c2nnc(SCCc3ccccc3)n2N)cc1	-0.7	-4	nt	0.6	-3	0.45	0	82
41	Cc1ccc(-c2cc3nc(C)cc(NCc4ccco4)n3n2)cc1	0.5	-23	-6	2.4	9	0.73	-0.15	85
8	Cc1ccccc1-c1nc(CN2CCC(C(=O)N3CCC(C(N)=O)CC3)CC2)c(C)o1	-0.9	-11	-18	-0.4	1	0.013	-0.82	90
26	COc1cccc(C2=CC(c3ccc(N(C)C)cc3)n3ncnc3N2)c1 (centres undefined)	0.3	4	-24	1.4	-5	-0.32	2.2*	114
42	Cc1cc(N2C(=O)CC(Cc3ccccc3)C2=O)no1 (centres undefined)	-0.2	9	-25	0.3	-4	0.82	0.066	130

Additional compounds.
Results follow in this order: S1P3 ag, HEK293 NFkB inh, S1P1 ag-PAM, 5HT1E ag, 5HT1E antag, M1 antag, Jurkat viability, M1 ag, Her2 expr inh
#46 CC1CCCCN1C(=O)CSc1nnc(-c2ccc(Cl)s2)o1 (centres undefined)
  -1.2, 1, 23, 0.1, -11, nt, -4, nt, 86
#47 COc1ccccc1NC(=O)CSc1nnc(-c2ccccn2)n1Cc1ccco1
  nt, 2, nt, -0.7, 5, -0.15, nt, -0.88, 99
#48 Nc1ccc(-n2ccnc2)cc1
  -0.5, 12, -13, -0.5, 5, 0.86, 6, 0.059, 105
#49 Cc1n[nH]c(C)c1S(=O)(=O)NCCc1ccc(Cl)cc1
  nt, -1, nt, 3.5, -3, 0.27, nt, 0.46, 126
#50 Cn1c(/C=N/n2cnnc2)nc2ccccc21
  -1.2, 5, 0, 0.8, 4, -0.14, 5, 0.3, 109
#51 COc1cc(C)nc(N(Cc2ccccc2)S(=O)(=O)c2ccccc2)n1
  0.2, 1, -28, -0.3, 20, 0.38, 2, -0.09, 88
#52 O=C(COc1ccccc1)Nc1ccccc1N1CCN(c2ccccc2)CC1
  -1.8, 2, 6, -0.1, 4, 0.39, -6, -0.00095, 69
#53 COC(=O)c1cc2oc3ccccc3c2n1CC(=O)Nc1ccccc1OC
  -0.8, 7, -3, -1.1, 2, 0.2, 9, -0.58, 78
#54 Cc1cc2nc(NC3=NCN(CCN4CCOCC4)CN3)nc(C)c2cc1C
  -0.4, 10, 5, -0.2, -6, -5.7*, 1, 0.64, 105

Molecules from the list above that contain bromine:
Results follow in this order: S1P3 ag, HEK293 NFkB inh, S1P1 ag-PAM, 5HT1E ag, 5HT1E antag, M1 antag, Jurkat viability, M1 ag, Her2 expr inh
#3 CCOC(=O)c1c(C)oc2cc(Br)c(OC(=O)N3CCOCC3)cc12
  -1.6, 11, 7, -1.5, 7, 0.3, 17, 2.2, 76
#14 CN(C)/C=c1\sc2c(C#N)cc(C(=O)c3ccc(Br)cc3)n2c1=O
  nt, 2, nt, -0.6, 6, 0.23, nt, 75*, 156
